Bioassay records from PubChem BioAssay.
VCAM1 TNFa inh: inhibitors of TNFa-induced VCAM1 expression, primary screen, imaging, HUVEC, TNFa stimulus, immunofluorescence | HUVEC TNFa-induced VCAM-1 immunofluorescence, high-content imaging | inhibition, % at 2 µM | 95,000 compounds, 0.48% hits;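 active = inhibition above the batch mean plus 3 SD, with images confirmed as a hit by eye, cut at about 37% in these data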;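 also: 0% = TNF-stimulated DMSO wells and 100% = unstimulated control wells; not every result past the cut was called active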
PTK2B oligo ant: antagonists of Pyk2 self-association, primary screen, Q293 cells, FERM NanoBiT luminescence, HTS. Protein-tyrosine kinase 2-beta (Homo sapiens), Q14289. active compounds read low. z-score (the deposit names both 25 µM and 10 µM). 99,000 compounds, 0.83% hits. AID 1347419, 2020;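 active = Z-score of -3 or lower, scaled per plate to the spread of control and sample wells; inactive = z-score above -3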;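 also: negative z-score means lost luminescence so less FERM oligomerization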
FAK inh: FAK kinase inhibitors, primary screen, biochemical; Focal adhesion kinase 1 (Homo sapiens), Q05397; biochemical FAK kinase activity assay; inhibition, %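 (tested at 7 µM)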; 97,000 compounds, 0.84% hits; in the data active = inhibition above about 19%;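 also: 0% = DMSO and 100% = reference compound high control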
LYP act: LYP phosphatase activators, primary screen, biochemical, DiFMUP fluorescence, 2 µM. Tyrosine-protein phosphatase non-receptor type 22 (Homo sapiens), Q9Y2R2. recombinant LYP; 0 = plate median, 100 = signal doubled. activation, % at 2 µM. 96,000 compounds, 0.11% hits. AID 697, 2007;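 active = activation at 2 µM above a set limit, the mean plus 5 SD, cut at about 37% in these data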
ERa coact inh: ERα–SRC-1 coactivator interaction inhibitors, primary screen, biochemical, TR-FRET, ERα LBD, estradiol-bound; Estrogen receptor (Homo sapiens), P03372; TR-FRET ER-alpha LBD / SRC-1 peptide; inhibition, % at 25.6 µM; 86,000 compounds, 1.7% hits; AID 629, 2007; in the data active = inhibition above about 50%;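 also: 0% = receptor plus peptide control and 100% = peptide only without receptor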
Target sequence (P03372 whole entry, looked up, the tested form may be a part): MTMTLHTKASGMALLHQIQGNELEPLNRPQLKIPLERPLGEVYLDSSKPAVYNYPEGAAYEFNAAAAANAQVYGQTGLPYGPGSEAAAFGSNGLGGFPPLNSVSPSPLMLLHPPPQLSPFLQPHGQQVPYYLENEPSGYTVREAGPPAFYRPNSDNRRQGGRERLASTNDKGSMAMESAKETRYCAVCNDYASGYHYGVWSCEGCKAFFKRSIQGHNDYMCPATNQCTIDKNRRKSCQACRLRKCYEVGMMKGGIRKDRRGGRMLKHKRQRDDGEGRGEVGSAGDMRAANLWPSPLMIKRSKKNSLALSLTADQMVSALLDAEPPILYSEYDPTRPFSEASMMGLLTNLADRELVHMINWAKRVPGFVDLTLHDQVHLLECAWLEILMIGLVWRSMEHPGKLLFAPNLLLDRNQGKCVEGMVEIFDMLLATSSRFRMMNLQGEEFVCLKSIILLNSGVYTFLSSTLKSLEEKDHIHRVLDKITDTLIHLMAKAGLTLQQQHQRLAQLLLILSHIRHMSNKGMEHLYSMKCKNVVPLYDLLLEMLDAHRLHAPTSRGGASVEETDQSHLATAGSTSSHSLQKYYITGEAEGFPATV
LYP inh 2: PTPN22 phosphatase inhibitors, primary screen, biochemical, DiFMUP fluorescence, 2 µM | Tyrosine-protein phosphatase non-receptor type 22 (Homo sapiens), Q9Y2R2 | recombinant LYP catalytic domain | inhibition, % at 2 µM | 96,000 compounds, 0.21% hits;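 active = inhibition at 2 µM at or above a set limit, the screen mean plus 3 SD, cut at about 24% in these data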;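 also: 0% = DMSO with enzyme and 100% = enzyme fully blocked by orthovanadate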
HUVEC tox IL1B: cytotoxicity in IL-1B stimulated HUVEC, primary screen, cytotoxicity control for IL-1B NFkB translocation project, imaging, Hoechst nuclear count, IL-1B stimulus; HUVEC cell count loss; cell count reduction, % at 2 µM; 94,000 compounds, 0.41% hits; AID 845, 2007;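 active = cell count reduction more than 3 SD above the screen-wide mean, cut at about 70% in these data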;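 also: normalized per plate to untreated control cells as the no-loss baseline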
HUVEC tox TNFa: cytotoxicity in TNFa-stimulated HUVEC, primary screen, cytotoxicity control for VCAM1 expression modulator project, imaging, Hoechst nuclei count | HUVEC TNFalpha-stimulated, Hoechst cell count | cell count reduction, % at 2 µM | 93,000 compounds, 0.17% hits | AID 848, 2007;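 active = cell count reduction exceeding the screen mean by over 5 SD, scaled to untreated wells per plate, cut at about 78% in these data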;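 also: cells counted after 24 h of TNF alpha exposure following the 1 h pretreatment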
cytoskel mod: modifiers of F-actin cytoskeleton organization, primary screen, imaging, HUVEC, phalloidin staining, high-content imaging; HUVEC TNFa F-actin phalloidin imaging; inhibition, % at 2 µM; 91,000 compounds, 0.18% hits;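 active = inhibition above the batch mean plus 3 SD and confirmed as a hit by visual image inspection, cut at about 30% in these data, passing the limit was not always enough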; also: strong numbers were not always called active
The depositor's hits bear a star; . = no result given; [ ] = another dose, or the depositor's remark.

SMILES | VCAM1 TNFa inh | PTK2B oligo ant | FAK inh | LYP act | ERa coact inh | LYP inh 2 | HUVEC tox IL1B | HUVEC tox TNFa | cytoskel mod
CCOC(=O)C1C(=O)CC(C)(O)C(C(=O)OCC)C1c1cccs1 (configuration not stated) | 5 | 0.29 | -2 | 2 | 0 | -3 | -2 | 8 | -51
CSCC[C@H](NC(=O)OC(C)(C)C)C(=O)N1CCC(C(=O)N[C@@H](C)C(=O)O)CC1 | 4 | -0.5 | -4 | 8 | -10 | -4 | -23 | -17 | 0
CS(=O)(=O)N1CC(C(=O)NC2CCCC2)Oc2ccc(Cl)cc21 (configuration not stated) | -2 | 1 | -2 | 2 | . | 1 | 1 | -12 | 2
COc1ccc(-c2nc3ccccc3o2)cc1NC(=O)c1ccc(Br)o1 | -7 | -0.96 | 2 | -5 | 20 | 2 | 2 | 5 | -3
CCCCN1C(=O)CN(CCc2ccccc2)C(=O)C1c1ccc(OC)cc1 (configuration not stated) | -6 | -0.37 | -3 | -2 | -20 | 0 | -4 | -2 | 13
COc1ccc(OC)c(NC(=O)CSc2nc3ccccc3c(=O)n2CCNC(C)=O)c1 | 16 | 1.2 | -2 | -8 | -9 | 11 | -18 | -11 | -15
COc1cc2c3c(c1)c(C1=NC(=S)NC1=O)c(O)n3C(C)(C)C=C2C | -2 | 0.69 | -1 | 0 | 35 | -3 | 0 | -19 | 3
CCCn1c(=O)c(C(=O)Nc2ccccc2)c(O)c2ccccc21 | 13 | -0.48 | 2 | 4 | -4 | -5 | 8 | . | 0
COc1ccc(-c2n[nH]c(C)c2-c2ccc(Cl)cc2)c(O)c1 | -2 | -1.1 | 9 | 0 | 6 | 3 | 11 | -19 | 5
CCCOc1c(Cl)cc(/C=N/O)cc1OCC | -2 | 0.45 | 3 | -5 | -5 | 6 | -2 | -8 | 5
O=C(C1CCCN(S(=O)(=O)c2cccnc2)C1)N1CCN(c2ccccn2)CC1 (configuration not stated) | 10 | . | -2 | 17 | -2 | -19 | -36 | -7 | -6
O=C1CCC(C(=O)NC2(C(=O)NC3CCCCC3)CCCCC2)N1 (configuration not stated) | 6 | 2.4 | -1 | 4 | 0[fluorescence artefact?] | -6 | 1 | -32 | 11
COc1ccc2[nH]c3c(=O)n(CCCCC(=O)N4CCCC4)c(=S)[nH]c3c2c1 | 7 | -0.47 | 13 | 3 | 18[fluorescence artefact?] | -6 | -7 | -13 | 28
CCOc1ccc2cc(C#N)c(SCC(=O)NC(C)CC)nc2c1 (configuration not stated) | -8 | . | -3 | 3 | 41[fluorescence artefact?] | -5 | -2 | -27 | -8
C/C=C/C(=O)OCC(=O)Nc1nc2ccc(C)cc2s1 | -1 | 1 | 1 | -14 | -6 | 14 | -48 | 9 | -14
CCOC(=O)CN1CC23C=CC(O2)C(C(=O)Nc2ccc(OC)cc2OC)C3C1=O (configuration not stated) | 4 | . | -1 | 10 | -1 | -12 | -11 | -16 | -8
Cc1cccc(NC(=O)c2cc(N3C(=O)CCC3=O)ccc2Cl)n1 | 1 | -0.1 | 0 | -9 | -1 | 12 | -4 | 6 | -4
CN1OC2C(=O)N(c3ccccc3)C(=O)C2C1c1ccc(F)cc1 (configuration not stated) | -9 | 0.96 | -3 | 10 | . | -6 | -11 | 7 | 17
Cc1ccc(Cn2nnc3c(=O)[nH]c(C4CCN(C(=O)c5cccs5)CC4)nc32)cc1 | 15 | -0.49 | -2 | -6 | 4 | 4 | -14 | -3 | -8
COc1cccc(N2C(=O)N(c3ccccc3)C3CS(=O)(=O)CC32)c1 (configuration not stated) | -7 | -0.44 | -1 | -1 | . | 0 | 10 | -7 | 46
CCOc1nc(-c2ccc(OC)cc2)ccc1-c1noc(-c2cccnc2)n1 | 22 | . | 1 | 6 | 44 | -10 | -23 | -15 | 7
CC(C)(C)NC(=O)CSc1nc(O)cc(=O)n1-c1ccccc1 | -19 | 0.32 | -3 | 6 | 3 | -4 | 11 | 0 | 8
O=c1oc2ccccc2n1CSC1=NCCS1 | -12 | 1.3 | -5 | -10 | -5 | 9 | -27 | 10 | 32
CCn1c(SCC(=O)O)nnc1C1CCCCC1 | -3 | 0.63 | 6 | 2 | -7 | -3 | 9 | -11 | -32
c1ccc2c(Nc3nnc(-c4ccncc4)s3)cccc2c1 | 5 | -2.1 | -4 | 9 | . | -6 | 1 | -12 | 5

Next section, overlapping the part above by 3 compounds.
SMILES | VCAM1 TNFa inh | PTK2B oligo ant | FAK inh | LYP act | ERa coact inh | LYP inh 2 | HUVEC tox IL1B | HUVEC tox TNFa | cytoskel mod
O=c1oc2ccccc2n1CSC1=NCCS1 | -12 | 1.3 | -5 | -10 | -5 | 9 | -27 | 10 | 32
CCn1c(SCC(=O)O)nnc1C1CCCCC1 | -3 | 0.63 | 6 | 2 | -7 | -3 | 9 | -11 | -32
c1ccc2c(Nc3nnc(-c4ccncc4)s3)cccc2c1 | 5 | -2.1 | -4 | 9 | . | -6 | 1 | -12 | 5
CCc1nn(-c2ccccc2)c(N)c1-c1ccc(OC)c(OC)c1 | -2 | -0.38 | -1 | 5 | 19 | -2 | -112 | -17 | 8
COC(=O)c1c(CSc2ccc(Cl)cc2)noc1C(=O)NCc1ccco1 | -5 | . | 8 | -6 | . | 8 | 29 | 11 | -8
Cc1cccc(NC(=O)c2cnc3sccn3c2=O)n1 | 13 | . | 0 | 10 | 9 | -12 | 0 | -10 | -2
O=C(COC(=O)CSCC(=O)N1CCCCC1)NCc1ccc(F)cc1 | -3 | 0.91 | 5 | -2 | -2 | 2 | -30 | -23 | 15
O=C(O)CCCCCn1c(SCC(=O)N2CCCC2)nc2ccsc2c1=O | 1 | 0.26 | -6 | -2 | -18 | 1 | -8 | -25 | .
CCC(=O)Nc1cc(C(F)(F)F)ccc1N1CCOCC1 | 2 | 0.31 | -3 | 2 | 3[fluorescence artefact?] | -4 | -5 | -17 | 3
O=C(Nc1cccc(O)c1)N1CCOCC1 | 5 | -0.08 | -2 | 2 | -6 | -6 | 25 | -15 | 5
CCCn1c2c(c(O)c(C(=O)Nc3ncccc3O)c1=O)CCCC2 | -6 | -1.7 | 2 | -6 | 3 | 2 | 9 | -8 | 10
O=C(NCc1ccco1)c1ccc(COCC(F)(F)F)cc1 | 0 | 0.49 | 1 | 4 | . | -9 | -28 | 3 | 4
COc1ccc(S(=O)(=O)N2CCOCC2)c(Cl)c1Cl | 0 | -0.38 | 2 | 0 | -2 | 0 | 11 | -8 | 3
CSc1nc2c(ccc3ccccc32)o1 | . | 0.77 | 1 | 8 | 3 | -4 | 3 | . | .
COc1cc(Br)c(C(C)NC(=O)c2ccc(C)cc2)cc1OC (configuration not stated) | -4 | -0.99 | 9 | 6 | . | -2 | 42 | 3 | 2
CCOC(=O)c1c(NC(=O)c2ccoc2C)sc2c1CCC2 | 17 | -0.31 | 0 | -8 | 4 | 9 | 0 | -16 | 6
O=c1c(F)cn(C2CCCO2)c(=O)n1Cc1c(F)cccc1Cl (configuration not stated) | -4 | 0.27 | -4 | 0 | -5 | -1 | -10 | -4 | -26
CC(C(=O)Nc1cccnc1)N1C(=O)C2C3C=CC(C3)C2C1=O (configuration not stated) | 14 | -0.25 | -8 | 9 | -8 | -11 | 21 | 11 | .
O=C(CSc1n[nH]c(-c2ccccc2)n1)Nc1ncc(Br)cc1Br | -6 | -0.43 | 4 | -6 | 2 | 3 | . | -16 | 31
c1ccc(C(c2nnnn2C2CCCC2)N2CCCCCC2)nc1 (configuration not stated) | 1 | 0.25 | 11 | -3 | 7 | 0 | 26 | -4 | -15
CCOC(=O)c1ccccc1NC(=O)Cn1cnc2c(cnn2-c2ccc(F)cc2)c1=O | -2 | -0.09 | -4 | -1 | . | 0 | -60 | -14 | -9
CCOC(=O)CSc1nnc(CNC(=O)c2cccs2)n1Cc1ccccc1 | 12 | 0.08 | 3 | -6 | 11 | 5 | 2 | 23 | 18
COc1ccc(C(C)C)cc1S(=O)(=O)NCc1ccccn1 | 9 | 0.66 | 1 | -9 | -8 | 6 | -8 | -10 | 3
CCOC(=O)c1nn(-c2ccccc2C)c(=O)c(C#N)c1C | 9 | 0.38 | 4 | 6 | 6 | -5 | -85 | -12 | -2
Cc1ccc([N+](=O)[O-])cc1N=C(c1cccc(Br)c1)N1CCOCC1 | 11 | 0.05 | -1 | 35 | . | -32 | -10 | 6 | -4
Cc1ccc(NC(=O)CCC(=O)NNS(=O)(=O)c2ccccc2)c(C)c1 | 2 | -0.87 | 3 | -5 | . | 10 | . | -10 | 10
CC(C)n1c(NCCc2ccccc2)nc2c1c(=O)n(C)c(=O)n2C | 1 | 0.19 | -1 | 7 | -4[fluorescence artefact?] | -8 | -12 | -4 | 3
COCCNC(=O)c1ccc(CS(=O)(=O)c2ccc(Cl)cc2)o1 | 6 | 0.08 | 4 | 5 | -1 | -6 | -66 | 12 | -4

Continued:
SMILES | VCAM1 TNFa inh | PTK2B oligo ant | FAK inh | LYP act | ERa coact inh | LYP inh 2 | HUVEC tox IL1B | HUVEC tox TNFa | cytoskel mod
COc1ccc(-c2cn3c4c(sc3n2)CCCC4)cc1 | 2 | -1.7 | 1 | 8 | -3 | -5 | -6 | -3 | 11
CC(=O)C1C(c2ccc(C)cc2)c2c(n[nH]c2C)CC1(C)O (configuration not stated) | 7 | 1.4 | 0 | -3 | -8 | 3 | 5 | -45 | 17
O=C(O)CCN1C(=O)/C(=C\c2ccc(-c3nc4ccccc4s3)o2)SC1=S | 12 | -0.57 | 0 | -18 | . | 17 | 11 | 0 | -16
CCc1cccc(C)c1NC(=O)C1C2CCC(O2)C1C(=O)O (configuration not stated) | 14 | -0.15 | -1 | 21 | -38[fluorescence artefact?] | -22 | -150 | 2 | 3
O=C(COC(=O)CC12CC3CC(CC(C3)C1)C2)Nc1ncc(Cl)cc1Cl | -16 | -0.67 | -1 | -16 | 15 | 17 | -6 | -25 | 13
COc1cc(C(=O)O/N=C(\N)c2ccncc2)cc(OC)c1OC | 12 | -0.37 | -2 | -6 | . | 8 | -4 | 7 | 13
Cc1ccc(C(=O)c2ccc([N+](=O)[O-])cc2)cc1 | -5 | -0.03 | -1 | 0 | 0 | 2 | -11 | -1 | -9
COc1ccc(NC(=O)c2cc3n(n2)C(C(F)(F)F)CC(c2ccc(OC)cc2)N3)cc1 (configuration not stated) | 16 | -1.3 | -1 | -3 | 5 | 4 | -4 | -17 | 8
O=C1CC(N2CCN(C(c3ccccc3)c3ccccc3)CC2)C(=O)N1 (configuration not stated) | 21 | -0.67 | 1 | 2 | 6 | -2 | -4 | 13 | -3
CCCCNc1nnc(SCC(=O)N2CCN(S(=O)(=O)c3ccc4ccccc4c3)CC2)s1 | -10 | 0.36 | -1 | -12 | . | 10 | -36 | -19 | 5
CCN(CC)S(=O)(=O)c1ccc(S(=O)(=O)N(Cc2ccccn2)Cc2ccco2)cc1 | -6 | -0.72 | 1 | -2 | 14 | -1 | 16 | 1 | -12
O=C(Cn1c(=O)sc2ccccc21)Nc1ccc(S(=O)(=O)N2CCCC2)cc1 | -21 | 0.39 | -3 | 7 | -11 | -9 | -22 | -23 | -10
COC(=O)c1ccc(-n2nnnc2SCC(=O)Nc2ccccc2C(=O)OC)cc1 | 14 | -0.04 | -2 | 2 | . | 2 | -8 | -9 | -10
